Assay outcomes as filed in PubChem.
GAA inh: qHTS Assay for Inhibitors of Human alpha-Glucosidase as a Potential Chaperone Treatment of Pompe Disease | Lysosomal alpha-glucosidase (Homo sapiens), P10253 | purified human GAA, 4-MU-alpha-glucoside fluorescence | Potency, µM (highest dose often 76.9 µM), for the others: at the top dose activity change, negative = inhibition, hits mostly inhibitors | hit rate 0.005% among 200,000;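 further: plate controls were uninhibited enzyme wells for no effect and no-enzyme background for full effect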
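Compounds are titrated up to 77 uM against 4 nM human enzyme. Substrate 4-methylumbelliferyl-alpha-D-pyranoside (400 uM) reacts 20 min at room temperature in pH 5.0 buffer; liberated 4-methylumbelliferone is read at 440 nm.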
GAA spleen mod: qHTS Assay for Inhibitors and Activators of Human alpha-Glucosidase From Spleen Homogenate; Lysosomal alpha-glucosidase (Homo sapiens), P10253; human spleen homogenate, 4-MU-alpha-glucoside fluorescence; Potency, µM (top dose mostly 79.9 µM), for inactives: at the top dose activity change, negative = inhibition, actives largely listed as inhibitors; hit rate 0.006% among 240,000; AID 2112, 2009;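 further: 0% = enzyme with vehicle and -100% = no enzyme basal signal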
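Compounds were titrated against alpha-glucosidase in spleen homogenate at pH 5.0, with 1 mM 4-methylumbelliferyl substrate for 40 min at 37 C. Reactions were quenched with pH 10 NaOH/glycine and fluorescence measured.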
TRb SRC2 PPI: qHTS for Inhibitors of the Interaction of Thyroid Hormone Receptor and Steroid Receptor Coregulator 2; Thyroid hormone receptor beta (Homo sapiens), P10828; TRbeta-SRC2 peptide binding, fluorescence polarization; receptor liganded with 1 µM T3; Potency, µM (highest dose often 106 µM), inactives show top-dose activity change, negative = inhibition, hits mostly inhibitors; hit rate 0.065% among 280,000;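 further: plate controls were bound peptide for no effect and peptide without receptor for full effect; nearly all actives have a fitted effect of over 50% in size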
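Each compound concentration gave % activity, normalized to unbound and bound Texas Red SRC2 controls, from polarization read after 5 hr ambient incubation with T3-loaded human TRb LBD.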
TexasRed fluor: Total Fluorescence Counterscreen for Inhibitors of the Interaction of Thyroid Hormone Receptor and Steroid Receptor Coregulator 2 | TRb/SRC2 Texas Red total fluorescence interference | Potency, µM (titrated, usually from 106 µM), for inactives: at the top dose fluorescence change, negative = quenching | hit rate 0.29% among 280,000 | AID 1479, 2009; active means well fitted curve in either direction with a large enough effect; inconclusive means small, poorly fitted or top-dose-only effect
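Human TRβ ligand-binding domain (0.6 uM) and Texas Red SRC2 peptide (20 nM) in Tris buffer with 1 uM T3 and 5% DMSO were incubated with pinned compound for 5 hr at ambient temperature. Total fluorescence was computed as S + 2P (555/632 nm).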
L3MBTL1 block: qHTS Assay for the Inhibitors of L3MBTL1; AlphaScreen L3MBTL1–H3K9me1 peptide binding; Potency, µM (top dose mostly 57.1 µM), without a hit: at the top dose activity, negative = inhibition, usual class: inhibitors; hit rate 0.66% among 230,000; further: nearly all actives have a fitted effect of over 60% in size
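Read-out is AlphaScreen signal from streptavidin donor and nickel chelate acceptor beads (10 ug/mL final each) bridging L3MBTL1 (50 nM) and biotinylated K9-monomethylated H3(1-15) peptide (75 nM), after 30 min compound exposure at room temperature.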
RGS12 GoLoco inh: qHTS Assay for Inhibitors of RGS12 GoLoco Motif Activity (Red Fluorophore). Potency, µM (series often up to 61.6 µM), inactives show top-dose activity, negative = inhibition, hits mostly inhibitors. Guanine nucleotide-binding protein G(i) subunit alpha-1 (Homo sapiens), P63096. hit rate 0.44% among 230,000. AID 880, 2007. Gai1:RGS12 GoLoco peptide FP, rhodamine, 10 min; active means well fitted inhibition curve with a large enough effect, not every such curve was filed as active; inactive means no such curve, though single readings can be large or run the other way; further: nearly all actives have a fitted effect of over 30% in size; many of its hits are not listed in these tables
Target sequence (P63096 whole entry, looked up): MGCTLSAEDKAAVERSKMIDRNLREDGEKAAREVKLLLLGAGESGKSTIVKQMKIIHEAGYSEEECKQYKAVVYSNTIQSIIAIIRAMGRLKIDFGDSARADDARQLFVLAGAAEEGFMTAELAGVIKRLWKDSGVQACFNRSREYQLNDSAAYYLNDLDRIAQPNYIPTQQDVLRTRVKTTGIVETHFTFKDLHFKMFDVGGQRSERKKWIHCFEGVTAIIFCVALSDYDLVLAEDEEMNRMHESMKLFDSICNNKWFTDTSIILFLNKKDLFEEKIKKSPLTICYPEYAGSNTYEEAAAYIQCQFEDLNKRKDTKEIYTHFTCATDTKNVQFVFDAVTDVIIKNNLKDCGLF
GAA glycogen: qHTS Assay for Inhibitors and Activators of Human alpha-Glucosidase Cleavage of Glycogen | hit rate 0.38% among 300,000 | recombinant GAA, glycogen substrate, Amplex Red glucose oxidase fluorescence | Lysosomal alpha-glucosidase (Homo sapiens), P10253 | Potency, µM (series often up to 76.4 µM), without a hit: top-dose activity change, negative = inhibition, usual class: inhibitors;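 further: 0% = full enzyme reaction and -100% = no-enzyme basal signal; the screen sought inhibitors and activators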
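Natural-substrate format: glycogen cleavage by 4 nM human enzyme, glucose read by Amplex Red coupling (Ex 573, Em 610 nm). Normalized to enzyme and no-enzyme controls.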
RECQ1 helicase: qHTS Assay for Inhibitors of RecQ-Like Dna Helicase 1 (RECQ1) | RECQ1 DNA unwinding, red fluorescence kinetic read | Potency, µM (highest dose often 57.3 µM), inactives show top-dose activity, negative = inhibition, actives largely listed as inhibitors | hit rate 0.54% among 240,000 | AID 2549, 2010;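 further: plate controls were vehicle for no effect and no enzyme for full effect; nearly all actives have a fitted effect of over 30% in size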
Target sequence (P46063 whole entry, looked up): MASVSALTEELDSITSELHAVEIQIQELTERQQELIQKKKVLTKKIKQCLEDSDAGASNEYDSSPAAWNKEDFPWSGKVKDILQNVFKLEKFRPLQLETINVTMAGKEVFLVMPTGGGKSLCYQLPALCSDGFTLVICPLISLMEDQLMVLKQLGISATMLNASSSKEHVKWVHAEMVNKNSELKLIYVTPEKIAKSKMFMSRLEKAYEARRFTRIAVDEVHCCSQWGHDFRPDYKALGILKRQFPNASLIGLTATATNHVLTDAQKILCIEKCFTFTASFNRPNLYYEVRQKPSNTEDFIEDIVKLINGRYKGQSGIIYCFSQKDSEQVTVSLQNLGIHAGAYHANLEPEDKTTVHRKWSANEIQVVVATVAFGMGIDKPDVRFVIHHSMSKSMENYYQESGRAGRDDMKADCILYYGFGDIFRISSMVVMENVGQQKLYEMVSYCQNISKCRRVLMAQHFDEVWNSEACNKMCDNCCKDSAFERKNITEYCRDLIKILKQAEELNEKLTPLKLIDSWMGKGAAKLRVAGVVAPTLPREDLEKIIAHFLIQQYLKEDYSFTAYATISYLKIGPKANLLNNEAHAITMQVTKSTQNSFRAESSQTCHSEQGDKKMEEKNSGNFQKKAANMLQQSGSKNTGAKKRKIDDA
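RECQ1T1 50 nM; forked duplex (20 bp + 30-nt ss tails) 200 nM, ATP 2 mM final; pH 8.0, 2 mM MgCl2, 2.5 ug/ml poly(dI-dC); 15 min compound preincubation; discontinuous kinetic read over 2 h at RT.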
* marks the source's active call; other numbers are inactive results; i = inactive; ? = inconclusive; nt = no result given; & = joins results of further samples; [ ] = dose if it differs, or a comment. Unless noted, the call rests on the fitted dose curve; in most records, active means well fitted curve in the direction sought with a large enough effect; inconclusive means small, poorly fitted or top-dose-only effect, or another doubt; inactive means no such curve, though single readings can be large; an effect the other way counts as inactive or inconclusive. Unless noted, on the % scale 0 is the no-effect control and ±100 the full control effect; potency means the concentration at half of the fitted maximal effect.

entry	Molecule	GAA inh	GAA spleen mod	TRb SRC2 PPI	TexasRed fluor	L3MBTL1 block	RGS12 GoLoco inh	GAA glycogen	RECQ1 helicase
1	COc1ccc(-c2c(-c3ccc(OCC(=O)NN)cc3O)n[nH]c2C(F)(F)F)cc1	6%	1%	-4%	1%	-7%	13%	6%	4%
2	CC(C)(C)C1=CC=C(C(C)(C)C)C(=O)C1=O	-4%[15.4 µM]	1%	4%	1%	-15%	-31%	-2%	0%
3	Cc1ccc(C(=O)CC(=O)c2ccc(C(C)(C)C)cc2)cc1	13%	6%	3%	-2%	22%	7%	-10%	i
4	Cc1sc2ncnc(NCCc3ccc(S(N)(=O)=O)cc3)c2c1C	-2%	1%	-2%	-1%	nt	10%	5%	6%
5	Cc1ccc(-c2cc(-c3nnc(SCC(=O)NC(C)C(C)C)n3N)c3ccccc3n2)cc1 (centres undefined)	-6%	-6%	-7%	-1%	6%	6%	1%	7%
6	O=C(COC(=O)c1ccco1)NCc1ccc(Cl)cc1	-9%	7%	1%	-1%	8%	3%	8%	-4%
7	C/C(=N\NC(=S)NCCc1ccccc1)c1ccc(C)cc1	-5%	-2%	4%	-5%	-1%	0%	-13%	5%
8	COc1ccc2c(c1)CCc1c(C(=O)N3CCCc4ccccc43)noc1-2	-3%	1%	-11%	-1%	1%	3%	-12%	-2%
9	N#CCC(N)=C(C#N)C#N	6%[15.4 µM]	-18%	6%	-12%	-11%	2%	-12%	12%
10	COc1ccc(OC(=O)c2cc(S(=O)(=O)N3CCCC3)ccc2Cl)cc1	-15%	-5%	-1%	0%	nt	2%	0%	-3%
11	COc1ccc(CNC(=S)Nc2ccccc2C)cc1	0%	-3%	-5%	1%	nt	11%	-5%	i
12	Cn1c(=O)c2c(nc(NCC3CCCO3)n2Cc2cccc(Br)c2)n(C)c1=O (centres undefined)	0%	-7%	8%	-1%	6%	-5%	0%	-5%
13	COc1ccc(N2COC3c4cccc5cccc(c45)C32)cc1 (centres undefined)	-7%	3%	-4%	0%	-26%	-3%	?	-12%
14	Cc1ccc2c(C(=O)CN3CCN(C(=O)c4ccco4)CC3)c(C)[nH]c2c1	nt	-1%	-2%	-1%	5%	4%	2%	-5%
15	Brc1cccc(-c2nnc3sc(CNCc4ccco4)cn23)c1	-3%[15.4 µM]	0%	4%	-1%	4%	1%	-2%	-6%
16	CCOC(=O)Nc1cccc(OCC(=O)Nc2ccccc2OCC)c1	3%	-5%	-4%	1%	nt	0%	0%	-9%
17	CCOc1cc(NC2CS(=O)(=O)CC2O)c(OCC)cc1NC(=O)c1ccccc1 (centres undefined)	-6%	-8%	4%	0%	-6%	12%	?	-4%
18	CC(C)(C)C(=O)NNc1nc(-c2ccccc2)c2cc(Br)ccc2n1	-3%	0%	-3%	-1%	-10%	4%	-15%	-2%
19	COc1cc(C(=O)N/N=C/c2ccc(OC(=O)N3CCOCC3)cc2)cc(OC)c1OC	-10%	8%	-5%	-3%	4%	9%	1%	7%
20	CC(OC(=O)c1ccco1)C(=O)Nc1ccc(Cl)cn1 (centres undefined)	-1%	7%	-1%	-1%	-7%	-1%	8%	-13%
21	Cc1nc(CS(=O)c2ccc(Cl)cc2)cc(NCc2ccc(Cl)cc2Cl)n1 (centres undefined)	-4%	3%	-3%	-1%	nt	8%	4%	-11%
22	C/C(=N\n1cnnc1)c1ccc(C#N)cc1	1%	-5%	13%	-2%	0%	3%	-13%	0%
23	CC1(OC(=O)c2ccc(Cl)nc2)C(=O)C=C2C=C3CCCN3C=C2C1=O (centres undefined)	nt	-1%[17.4 µM]	5%[11.2 µM]	-13%[11.2 µM]	nt	-8%[14.2 µM]	6%	?
24	Cc1ccc(Cc2cnc(NC(=O)CN3CCOCC3)s2)cc1Cl	-3%	-9%	-5%	-1%	-11%	3%	0%	-7%
25	CCN1/C(=C\C=C(C(C)=O)C(C)=O)Sc2ccccc21	-10%	-7%	-5%	-2%	nt	19%	4%	0%
26	Cc1cc(NC(=O)CSc2nc(C(C)C)nc3sc(C)c(C)c23)no1	-5%	-2%	-3%	-2%	nt	11%	-3%	-17%
27	Cc1cc(C)c(O)c(-c2cc(C(=O)Nc3cccnc3)[nH]n2)c1	nt	6%	11%	1%	-19%	7%	-5%	0%
28	Cc1nc(NCC2CCCO2)c2nnn(Cc3ccccc3Cl)c2n1 (centres undefined)	-2%	1%	5%	1%	3%	2%	-2%	-16%
29	COc1cc2oc(=O)cc(-c3cccc(-c4ccc(C(F)(F)F)cc4)c3)c2c(OC)c1OC	nt	-3%	-3%	-3%	-1%	-12%	nt	-16%
30	O=C1c2oc3ccc(F)cc3c(=O)c2C(c2cccc(O)c2)N1CCCN1CCOCC1 (centres undefined)	0%	-2%	10%	-1%	-5%	-3%	-2%	-15%
31	O=C(COC(=O)c1ccco1)c1ccc2ccccc2c1	-5%	-19%	-9%	-6%	nt	22%	1%	-9%
32	C=CCc1ccc(OCCOCCNCCCC)c(OC)c1	-3%	-1%	-2%	1%	nt	-23%	2%	19%
33	C=CCN(CC=C)S(=O)(=O)c1ccc(NC(=S)NC(=O)/C=C/c2cccc3ccccc23)cc1	-2%	-1%	-12%	-2%	nt	84%[activator]	-5%	2%
34	Cc1noc(NS(=O)(=O)c2ccc(N3Cc4ccccc4C3=O)cc2)c1C	3%	-1%	0%	-4%	3%	5%	20%	-2%
35	Cc1ccc(CN2CCN(Cc3ccc(-n4cccn4)cc3C)CC2CCO)cc1 (centres undefined)	nt	0%	-2%	1%	-1%	9%	-9%	i
36	Cc1ccc(N(Cc2ccccc2F)S(C)(=O)=O)cc1C	-12%	-1%	-3%	0%	nt	-1%	3%	-11%
37	N/C(=N\OC(=O)/C=C/c1ccccc1Cl)c1ccccn1	2%	3%	0%	-7%	nt	5%	9%	-1%
38	CCCCCCCCCCCCCCCCCCc1ccc(C(=O)/C=C\C(=O)O)cc1	nt	-3%	2%	-2%	nt	-1%	nt	3%
39	COc1ccc2oc(=O)c(C(=O)OCC(=O)c3ccc([N+](=O)[O-])cc3)cc2c1	-2%	0%	-3%	0%	3%	7%	-2%	-1%
40	CCc1ccc(/C=C2/C(=O)N(c3ccccc3)C(=S)N2CC(=O)OC)s1	-6%	-2%	16%	-4%	2%	83%[activator]	-5%	22%
41	COc1ccccc1N=Cc1nc(-c2ccccc2)oc1OC(C)=O	-5%	-2%	0%	-4%	-6%	10%	-11%	-2%
42	COC(=O)Cc1csc(N)n1	2%&4%	-6%&-2%	-14%&8%	-1%&0%	9%&10%	-10%&2%	3%&1%	-8%&0%
43	O=C1C(Nc2ccccc2)=CC(c2ccc(O)cc2)N1c1ccccc1 (centres undefined)	nt	-1%	2%	-1%	-3%	3%	0%	i
44	O=C(c1ccc([N+](=O)[O-])cc1)n1nc(-c2ccccc2)nc1NCc1ccccc1	-6%	3%	10%	0%	-3%	-9%	3%	-10%
45	CC(O)CNc1nc2sc3c(c2c(=O)n1CCc1ccccc1)CCCCC3 (centres undefined)	-5%	-2%	1%	7%	-15%	10%	-16%	-14%
46	CC(CCc1ccccc1)NC(=O)C1CCN(S(=O)(=O)c2cnc[nH]2)CC1 (centres undefined)	-9%	-8%	4%	2%	11%	6%	-1%	1%
47	COc1cc(-c2cc(C(=O)Nc3ccc(S(=O)(=O)Nc4ncccn4)cc3)c3ccccc3n2)cc(OC)c1OC	-4%[15.4 µM]	-6%	8%	1%	0%	12%	3%	-4%

Only L3MBTL1 block, for some of the entries so far:
# | SMILES | L3MBTL1 block
27 | Cc1cc(C)c(O)c(-c2cc(C(=O)Nc3cccnc3)[nH]n2)c1 | -19%
28 | Cc1nc(NCC2CCCO2)c2nnn(Cc3ccccc3Cl)c2n1 (centres undefined) | 3%

Of the compounds above, these have a Cl atom:
entry	Molecule	GAA inh	GAA spleen mod	TRb SRC2 PPI	TexasRed fluor	L3MBTL1 block	RGS12 GoLoco inh	GAA glycogen	RECQ1 helicase
6	O=C(COC(=O)c1ccco1)NCc1ccc(Cl)cc1	-9%	7%	1%	-1%	8%	3%	8%	-4%
10	COc1ccc(OC(=O)c2cc(S(=O)(=O)N3CCCC3)ccc2Cl)cc1	-15%	-5%	-1%	0%	nt	2%	0%	-3%
20	CC(OC(=O)c1ccco1)C(=O)Nc1ccc(Cl)cn1 (centres undefined)	-1%	7%	-1%	-1%	-7%	-1%	8%	-13%
21	Cc1nc(CS(=O)c2ccc(Cl)cc2)cc(NCc2ccc(Cl)cc2Cl)n1 (centres undefined)	-4%	3%	-3%	-1%	nt	8%	4%	-11%
23	CC1(OC(=O)c2ccc(Cl)nc2)C(=O)C=C2C=C3CCCN3C=C2C1=O (centres undefined)	nt	-1%[17.4 µM]	5%[11.2 µM]	-13%[11.2 µM]	nt	-8%[14.2 µM]	6%	?
24	Cc1ccc(Cc2cnc(NC(=O)CN3CCOCC3)s2)cc1Cl	-3%	-9%	-5%	-1%	-11%	3%	0%	-7%
28	Cc1nc(NCC2CCCO2)c2nnn(Cc3ccccc3Cl)c2n1 (centres undefined)	-2%	1%	5%	1%	3%	2%	-2%	-16%
37	N/C(=N\OC(=O)/C=C/c1ccccc1Cl)c1ccccn1	2%	3%	0%	-7%	nt	5%	9%	-1%

This is a subset (hit frequency here may not be typical).
